# Assay outcomes as filed in PubChem.
# mIAP inh: mouse IAP inhibition. 330,000 tested, 0.2% active. inhibition, % at 10 µM. purified mouse IAP, CDP-Star luminescence, 30 min;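 active means inhibition of at least 40% at 10 µM in the primary screen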;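 further: plate controls were DMSO with enzyme for no effect and no enzyme wells for full effect; values of inactives mirror those of a sister screen read the other way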
# TIM10 inh: inhibits growth of TIM10 yeast strain. inhibition, % at 10 µM. S. cerevisiae TIM10 strain growth, BacTiter-Glo luminescence, 24 h. 330,000 tested, 1.4% active;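 active means inhibition of 40% or more at the single tested concentration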;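 further: wild-type TIM10 isogenic control strain grown at permissive 25 °C; 0% = DMSO yeast wells and 100% = minimal medium wells without yeast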
# Apaf-1 inh: inhibitors of human Apaf-1 apoptosome; O14727; reconstituted apoptosome caspase-3 activity, DEVD-Rh110 fluorescence; inhibition, % at 20 µM; 330,000 tested, 0.71% active; active means inhibition of at least 40% at 20 µM;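 further: plate controls were DMSO wells for no effect and DEVD-CHO caspase inhibitor wells for full effect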
#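 System – cell-free apoptosome with Apaf-1, procaspase-3 and caspase-9 · Buffer or medium – pH 7.5 Hepes buffer with CHAPS, BSA, DTT · Also added – cytochrome c with DEVD-Rh110 · Times – 30 min compound preincubation, 50 min activation, room temperature · Technique – Rh110 fluorescence intensity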
# mIAP act: increases mouse intestinal alkaline phosphatase activity. activation factor at 10 µM. 330,000 tested, 0.24% active. muIAP, CDP-Star luminescence, 30 min; active compounds read high; 1 = vehicle-only enzyme signal, 0 = enzyme-free wells;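 active means activation factor of at least 2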; further: the source names both 10 and 20 µM as test concentration; values of inactives mirror those of a sister screen read the other way
#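 Assay system: mouse IAP enzyme / Compound: DMSO-dissolved test compounds / Timing: 30 min, room temperature / Measured by: luminescence from enzymatic CDP-Star hydrolysis / Control set: DMSO-only wells, enzyme-free buffer wells as negative control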
# hIAP activ: increases human intestinal alkaline phosphatase activity. P09923. purified human IAP, CDP-Star luminescence, 30 min; active compounds read high; 1 = vehicle-only enzyme, 0 = enzyme-free background. activation factor at 10 µM. 330,000 tested, 0.16% active;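 active means activation factor of the enzyme at least 2-fold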; further: the source names both 10 and 20 µM as test concentration; values of inactives mirror those of a sister screen read the other way
# Target sequence (P09923 whole entry, looked up): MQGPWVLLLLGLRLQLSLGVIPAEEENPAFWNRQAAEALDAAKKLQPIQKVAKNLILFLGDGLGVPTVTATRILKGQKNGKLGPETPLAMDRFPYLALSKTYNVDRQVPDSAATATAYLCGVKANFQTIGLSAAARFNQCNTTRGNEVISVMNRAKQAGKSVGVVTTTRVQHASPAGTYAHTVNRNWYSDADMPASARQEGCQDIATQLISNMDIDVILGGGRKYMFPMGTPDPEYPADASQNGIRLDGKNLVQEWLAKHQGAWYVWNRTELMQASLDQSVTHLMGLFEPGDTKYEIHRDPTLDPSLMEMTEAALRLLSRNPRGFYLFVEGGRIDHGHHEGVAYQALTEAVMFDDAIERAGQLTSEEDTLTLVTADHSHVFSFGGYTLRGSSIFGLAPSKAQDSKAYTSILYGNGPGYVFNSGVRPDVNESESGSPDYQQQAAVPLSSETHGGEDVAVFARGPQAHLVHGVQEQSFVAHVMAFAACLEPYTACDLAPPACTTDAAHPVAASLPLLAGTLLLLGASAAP
# hIAP inh: human IAP inhibition; inhibition, % at 10 µM; AID 2544; P09923; 330,000 tested, 0.12% active; purified IAP, CDP-Star luminescence, 30 min;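 active means inhibition reaching a set limit with compound at 10 µM in the primary screen, cut at about 35% in these data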;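 further: plate controls were DMSO wells with enzyme for no effect and no-enzyme buffer wells for full effect; values of inactives mirror those of a sister screen read the other way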
# tim10-1 inh: inhibits growth of tim10-1 mutant yeast; S. cerevisiae tim10-1 ts strain growth, BacTiter-Glo, 24 h; inhibition, % at 20 µM; 330,000 tested, 2.2% active; AID 463190;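 active means inhibition of at least 40%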;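 further: mutant grown at 25 °C; 0% = DMSO wells with yeast and 100% = wells holding no yeast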
# NALP3 yeast inh: blocks the NALP3 inflammasome reconstituted in yeast; Yeast reconstituted NLRP3/ASC/caspase-1, beta-gal luminescence, 24 h; inhibition, % at 10 µM; 330,000 tested, 0.39% active; AID 2825;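 active means inhibition of 50% or more; inactive means inhibition below 50%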;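 further: plate controls were induced DMSO wells for no effect and uninduced yeast grown without galactose for full effect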
# ATG4B inh: blocks human ATG4B protease cleavage of LC3 substrate; Q9Y4P1; AID 504462; 340,000 tested, 0.51% active; inhibition, % at 8.33 µM; ATG4B cleavage of LC3-PLA2, NBD-HPC fluorescence, 1 h; in the data active means inhibition above about 40%
# Target sequence (Q9Y4P1 whole entry, looked up): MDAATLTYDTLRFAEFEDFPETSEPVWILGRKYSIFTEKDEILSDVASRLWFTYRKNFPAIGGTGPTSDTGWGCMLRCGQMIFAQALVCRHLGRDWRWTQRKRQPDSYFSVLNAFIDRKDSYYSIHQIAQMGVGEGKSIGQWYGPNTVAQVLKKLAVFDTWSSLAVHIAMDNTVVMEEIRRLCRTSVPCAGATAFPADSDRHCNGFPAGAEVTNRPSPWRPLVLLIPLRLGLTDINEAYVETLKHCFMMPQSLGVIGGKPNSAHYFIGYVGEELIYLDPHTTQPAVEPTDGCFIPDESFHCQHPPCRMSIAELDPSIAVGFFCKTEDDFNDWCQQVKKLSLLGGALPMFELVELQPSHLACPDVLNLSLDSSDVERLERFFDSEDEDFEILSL
# The depositor's hits bear a star.
SMILES,mIAP inh,TIM10 inh,Apaf-1 inh,mIAP act,hIAP activ,hIAP inh,tim10-1 inh,NALP3 yeast inh,ATG4B inh
CCOc1ccc(NC(=O)Nc2ccc3nsnc3c2)cc1,8,-3,0,0.92,1.2,-24,-3,15,-6
CCOC(=O)CNC(=O)c1cc(-c2ccccn2)nc2c(C)c(Cl)ccc12,-1,11,6,1,1.1,-12,41*,11,2
Cc1ccc(C(=O)O/N=C(\N)Cc2cccc3ccccc23)cc1,4,42*,0,0.96,0.97,2,49*,20,11
O=C(COc1ccc(-n2cnnn2)cc1)Nc1cccc(Cl)c1Cl,-3,15,26,1,0.97,3,-10,-1,10
CCOC(=O)N1CCN(S(=O)(=O)c2cc(-c3nn4c(C)nnc4c4ccccc34)ccc2C)CC1,0,-3,31,1,1,-5,10,-14,-1
CN(C)C(=O)CCC(=O)N1CCCC(N2CCN(c3cccc(C(F)(F)F)c3)CC2)C1 (centres undefined),-7,-3,4,1.1,1.1,-11,5,3,0
CCNc1nnc(CCn2nc(C)c(Br)c2C)s1,-5,6,4,1.1,1.1,-9,26,18,-8
Cc1cccc(NC(=S)NCCCN2CCOCC2)c1,-6,3,-1,1.1,0.87,13,-7,-4,29
Cc1ccc(S(=O)(=O)n2cc(-c3ccccc3)c3ccccc32)cc1,3,-6,7,0.97,1.1,-10,-7,15,-2
COc1ccc(NC(=S)NNC(=O)C(C)n2nc(C)c([N+](=O)[O-])c2C)cc1 (centres undefined),12,6,-22,0.88,1.3,-26,7,0,6
O=C(NNC1=NC2(CCCC2)Cc2ccccc21)c1cccnc1,-7,9,-15,1.1,1.4,-36,2,9,-9
COc1cccc(N(C(=O)Cn2nnc(-c3ccc(C)cc3)n2)C(C(=O)NC(C)(C)C)c2c[nH]c3ccccc23)c1 (centres undefined),-2,11,14,1,1.2,-18,2,3,-3
CCNS(=O)(=O)c1ccc(Br)c(OC)c1,-16,-15,-1,1.2,1.1,-11,4,-4,-3
CN(C)S(=O)(=O)N(CC(=O)Nc1ccc(S(=O)(=O)N2CCCC2)cc1)c1ccccc1,5,10,2,0.95,1.2,-23,26,10,-8
Cc1cccc(NC(=O)COC(=O)c2cccc(S(=O)(=O)N3CCCCCC3)c2)c1,7,14,2,0.93,0.87,13,35,10,-16
COc1cc(OC)cc(-n2nnnc2SCC(=O)NCc2cccs2)c1,5,9,6,0.95,0.99,1,10,19,3
O=C(CN1C(=O)NC2(CCOc3ccccc32)C1=O)NCc1ccccc1 (centres undefined),-7,-4,-4,1.1,0.97,2,-13,0,-1
O=C(COC(=O)C1CC(=O)N(Cc2ccco2)C1)Nc1ccc(F)cc1F (centres undefined),9,-5,-7,0.91,0.92,8,-1,17,2
S=c1[nH]nc(-c2ccco2)n1-c1ccccc1Cl,-16,24,6,1.2,0.92,8,2,7,-11
COCCn1c(C)cc(/C=C2/NC(=O)N(Cc3ccc(C)cc3)C2=O)c1C,-3,5,-1,1,0.92,8,0,14,-10

# Given with each value named: 4 of the compounds above
CCNS(=O)(=O)c1ccc(Br)c(OC)c1
  mIAP inh: -16; TIM10 inh: -15; Apaf-1 inh: -1; mIAP act: 1.2; hIAP activ: 1.1; hIAP inh: -11; tim10-1 inh: 4; NALP3 yeast inh: -4; ATG4B inh: -3

CN(C)S(=O)(=O)N(CC(=O)Nc1ccc(S(=O)(=O)N2CCCC2)cc1)c1ccccc1
  mIAP inh: 5; TIM10 inh: 10; Apaf-1 inh: 2; mIAP act: 0.95; hIAP activ: 1.2; hIAP inh: -23; tim10-1 inh: 26; NALP3 yeast inh: 10; ATG4B inh: -8

Cc1cccc(NC(=O)COC(=O)c2cccc(S(=O)(=O)N3CCCCCC3)c2)c1
  mIAP inh: 7; TIM10 inh: 14; Apaf-1 inh: 2; mIAP act: 0.93; hIAP activ: 0.87; hIAP inh: 13; tim10-1 inh: 35; NALP3 yeast inh: 10; ATG4B inh: -16

COc1cc(OC)cc(-n2nnnc2SCC(=O)NCc2cccs2)c1
  mIAP inh: 5; TIM10 inh: 9; Apaf-1 inh: 6; mIAP act: 0.95; hIAP activ: 0.99; hIAP inh: 1; tim10-1 inh: 10; NALP3 yeast inh: 19; ATG4B inh: 3

# Later entries
SMILES,mIAP inh,TIM10 inh,Apaf-1 inh,mIAP act,hIAP activ,hIAP inh,tim10-1 inh,NALP3 yeast inh,ATG4B inh
Cc1noc(C)c1COC(=O)c1cc(S(=O)(=O)N2CCOCC2)ccc1Cl,4,1,-3,0.96,1,-2,10,1,-1
CCOC(=O)C(=CNc1nc2ccc(C(=O)OCC)cc2s1)C(=O)OCC,7,-14,3,0.93,1,-3,-13,-5,-6
Nc1c(C(=O)CSc2nnc(Cc3ccccc3)o2)c(=O)[nH]c(=O)n1C1CC1,0,-14,2,1,0.98,2,-12,7,-1
O=S(=O)(c1cccs1)N1CCN(S(=O)(=O)c2cccs2)CC1,2,4,-16,0.98,0.93,7,-4,14,-3
COc1ccc(CCNC(=O)CN2CCN(S(=O)(=O)c3ccc(Cl)cc3)CC2)cc1OC,5,22,10,0.95,1,0,13,3,5
O=C(c1ccco1)N1N=C(C2CCCCC2)CC1(O)C(F)(F)F (centres undefined),-3,-26,21,1,1,-4,15,-22,-4
O=C(NCc1ccc2c(c1)OCO2)c1cc2ccccc2o1,-5,3,2,1,1.2,-22,21,19,1
CNC(=O)Nc1ccccc1NC(=O)NC,-12,-8,10,1.1,0.94,6,6,6,-9
COCc1ccc(C(=O)NC2CCCc3c2cnn3-c2cc(C)cc(C)c2)s1 (centres undefined),-9,9,16,1.1,0.82,18,20,12,14
COc1ccc2oc(C(=O)OCC(=O)NC(C)(C#N)C3CC3)c(C)c2c1 (centres undefined),12,21,-1,0.88,0.86,14,6,13,0
CC(C)(CO)Cc1cc(C(C)(C)C)c(O)c(C(C)(C)C)c1,4,10,11,0.96,1,-2,5,-4,0
CN1CCN(CC(=O)NN(Cc2ccccc2)c2ccccc2)CC1,1,6,-24,0.99,1.1,-8,-4,5,2
O=C(CSc1nnc(-c2ccncc2)n1CC1CCCO1)Nc1cccc(O)c1 (centres undefined),-1,5,4,1,1.4,-39,20,-7,-5
C/C=C(\C)C(=O)NCCN1C2=NC[C@H](C(C)C)N2C[C@H]1Cc1ccc(O)cc1,-7,-2,0,1.1,0.99,1,2,-3,10
O=C(NC1CCCCC1)c1ccc2[nH]c(=O)c(=O)[nH]c2c1,5,11,12,0.95,1.3,-31,9,9,-2
Cc1ccc(NC2CCCCC2NS(=O)(=O)c2ccc(Cl)cc2)cc1 (centres undefined),3,18,14,0.97,1,-1,16,19,15
CCN(CC(=O)NCc1ccc(Cl)cc1)C(=O)CNS(=O)(=O)c1ccc(NC(C)=O)cc1,-8,-13,1,1.1,0.82,18,10,13,0
Cc1ccc(-n2nc3c(N4CCC(C(=O)NCc5ccccc5C)CC4)nnc(C)c3c2C)cc1,-29,11,34,1.3,1.6,-63,8,14,54*
CC1CCCCN1C(=O)c1cc2c(=O)n3ccccc3nc2s1 (centres undefined),-5,10,-8,1,1,-2,9,13,-3
Cc1cccc(NC(=O)NC2CCCCCCC2)c1C,-15,-10,-6,1.1,1.3,-29,-11,8,7
Cc1ccc(S(C)(=O)=O)cc1C(=O)Nc1ccc(S(=O)(=O)Nc2nccs2)cc1,0,2,-4,1,1,0,11,19,1
Cn1c(SCC(=O)Nc2ccc(F)cc2F)nnc1-c1cccnc1,16,-2,-3,0.84,0.9,10,-6,10,-2
O=C(O)CCC(=O)Nc1cccc(-c2csc(-c3ccccc3)n2)c1,-4,9,-1,1,1.1,-6,-8,17,5
Cc1ccccc1OCC1CNC(=O)O1 (centres undefined),9,8,-18,0.91,1,-4,11,5,-3
CCN(CC)c1cc(C(F)(F)F)nc(-c2ccccn2)n1,5,24,0,0.95,1,0,31,17,15
COc1cc(/C=C2\SC(c3ccc(C)cc3)=NC2=O)cc(OC)c1O,31,44*,-13,0.69,1.1,-5,54*,6,-23
Cc1c(CCC(=O)NC2CC2)c(=O)oc2c(C)c(O)ccc12,-13,-1,-1,1.1,1.3,-28,-8,-6,-26
O=C(O)c1ccc(Br)cn1,-6,-4,5,1.1,1,-2,6,4,4
COc1ccc(OC)c(-c2csc(NC(=O)COC(=O)C3(C)CC3(Cl)Cl)n2)c1 (centres undefined),-17,-3,2,1.2,1,-1,-9,11,-5
O=C(Nc1nnc(C2CCCC2)s1)C1CCN(S(=O)(=O)c2ccc(Cl)cc2)CC1,1,-8,0,0.99,1.2,-18,-13,10,-2
COc1cccc(-c2ccc(SCc3ccccn3)nn2)c1,11,16,-10,0.89,0.95,4,7,-20,-2
Cc1cc[n+](-c2[nH]c(=O)sc2/C=N/N=C(\[O-])c2ccccc2)cc1,17,5,-6,0.83,0.92,8,5,3,-9
COCCN(C(=O)COC(=O)c1ccc2c(c1)OCCO2)c1c(N)n(Cc2ccccc2)c(=O)[nH]c1=O,0,2,-5,1,1.1,-8,15,2,-3
CC1(C)CC(=O)C=C(NCc2cccc(C(F)(F)F)c2)C1,-1,6,18,1,1.3,-28,10,13,1
O=C(Nc1ccccc1Sc1ccccc1)c1ccc(F)cc1,15,12,3,0.85,0.93,7,9,1,2
CCC(C)NCCOCCOc1ccc(Br)cc1C (centres undefined),8,9,-13,0.92,1.2,-19,-4,17,-8
CN(C)c1ccc(C=C2C(=O)OC(C)(C)OC2=O)cc1,-6,-17,8,1.1,1,0,-2,13,-1
O=C(NCCc1c[nH]c2ccccc12)C1CCN(Cc2ccc(Br)cc2)CC1,-40,-37,4,1.4,1.1,-13,-20,28,-3

# Exported with tabs: part of the list above
Compound	mIAP inh	TIM10 inh	Apaf-1 inh	mIAP act	hIAP activ	hIAP inh	tim10-1 inh	NALP3 yeast inh	ATG4B inh
O=C(Nc1nnc(C2CCCC2)s1)C1CCN(S(=O)(=O)c2ccc(Cl)cc2)CC1	1	-8	0	0.99	1.2	-18	-13	10	-2
Cn1c(SCC(=O)Nc2ccc(F)cc2F)nnc1-c1cccnc1	16	-2	-3	0.84	0.9	10	-6	10	-2
Cc1c(CCC(=O)NC2CC2)c(=O)oc2c(C)c(O)ccc12	-13	-1	-1	1.1	1.3	-28	-8	-6	-26
